# Cardiac RTF inh = cardiac RTF calcium sensitivity inhibitors, primary screen, biochemical, IANBD-TnC fluorescence, EC70 calcium; IANBD-labeled cardiac RTF, Ca2+ fluorescence; inhibition, % at 7.15 µM; 0.12% of 340,000 active; AID 493244, 2011;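 active means inhibition above the mean inhibition of all tested compounds plus 3 SD, cut at about 17% in these data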;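 further: assay run at fixed EC70 calcium of 1.6 mM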
# MOR-DOR inv ag = inverse agonists of MOR-DOR heterodimerization, primary screen, cell-based, luminescence; Mu-type opioid receptor (Homo sapiens) + Delta-type opioid receptor (Homo sapiens), …; cell-based MOR-DOR heterodimer luminescence, inverse agonism; inhibition, % at 9.3 µM; 0.21% of 340,000 active; AID 504357, 2011; in the data active means inhibition above about 22%, passing the limit was not always enough;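 further: 0% = cells with DMSO and 100% = wells without cells with DMSO; values of inactives mirror those of a sister screen read the other way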
# HTR5A inv ctr = HTR5A inverse agonists in luminescence cell assay, primary screen, counter-screen for OPRM1-OPRD1 heterodimer inverse agonist project, full-deck HTS. 5-hydroxytryptamine receptor 5A (Homo sapiens), P47898. HTR5A cell line, inverse agonism. inhibition, % at 9.3 µM. 0.083% of 340,000 active; in the data active means inhibition mostly above about 23%, no sharp cut-off; inactive means mostly below about 18%;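 further: 0% = cells with DMSO and 100% = no-cell wells with DMSO; some compounds called inactive have numbers as strong as hits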
# Target sequence (P47898 whole entry, looked up): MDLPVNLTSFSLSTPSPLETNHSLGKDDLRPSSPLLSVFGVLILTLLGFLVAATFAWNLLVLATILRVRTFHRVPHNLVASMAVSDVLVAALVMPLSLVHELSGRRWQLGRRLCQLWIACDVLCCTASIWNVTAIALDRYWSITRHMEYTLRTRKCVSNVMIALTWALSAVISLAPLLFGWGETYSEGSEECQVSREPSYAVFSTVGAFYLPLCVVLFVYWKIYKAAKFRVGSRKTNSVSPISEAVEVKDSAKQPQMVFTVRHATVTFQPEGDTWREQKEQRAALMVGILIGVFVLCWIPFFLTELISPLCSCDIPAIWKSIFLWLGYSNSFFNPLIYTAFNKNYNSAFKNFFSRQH
# HTR5A ag ctr = HTR5A agonists in luminescence cell assay, primary screen, counter-screen for OPRM1-OPRD1 heterodimer agonist project, full-deck HTS; cell-based; activation, % at 9.3 µM; 0.61% of 340,000 active; AID 504692, 2011; in the data active means activation mostly above about 9.5%, no sharp cut-off; inactive means mostly below about 7.6%;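 further: 0% = cells with vehicle only and 100% = reference agonist; strong numbers were not always called active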
# RTF Ca sens act = cardiac RTF calcium sensitivity activators, primary screen, biochemical, IANBD-TnC fluorescence, EC20 calcium; Troponin I, cardiac muscle (Homo sapiens) + Troponin T, cardiac muscle (Homo sapiens) + …; IANBD-labeled TnC RTF fluorescence at EC20 calcium; 0% EC20 calcium, 100% full calcium; activation, % at 7.2 µM; 0.24% of 340,000 active; AID 493008, 2010;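 active means activation above the mean over all tested compounds plus 3 SD, cut at about 30% in these data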;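 further: rise in fluorescence read as greater calcium sensitivity of cardiac thin filaments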
# CAL PDZ FP = untagged CAL PDZ binding inhibitors, primary screen, biochemical, fluorescence polarization, HTS; Golgi-associated PDZ and coiled-coil motif-containing protein (Homo sapiens), Q9HD26; purified CAL PDZ, TMR-peptide fluorescence polarization, 1 h; inhibition, % at 24.9 µM; 0.92% of 300,000 active;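 active means mean inhibition of at least 30% with at least half of replicates also reaching 30%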;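 further: 0% = DMSO neutral control and 100% = excess unlabeled competitor peptide PRC23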
# MOR-DOR ag = agonists of OPRM1-OPRD1 heterodimerization, primary screen, cell-based, luminescence; cells; activation, % at 9.3 µM; 0.3% of 340,000 active; AID 504326, 2011; in the data active means activation above about 18%;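 further: 0% = vehicle-treated cells and 100% = reference agonist; values of inactives mirror those of a sister screen read the other way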
# Keap1-Nrf2 PPI = Keap1-Nrf2 protein-protein interaction inhibitors, primary screen, biochemical, fluorescence polarization, single point; Kelch-like ECH-associated protein 1 (Homo sapiens), Q14145; Keap1 Kelch-Nrf2 peptide fluorescence polarization, 1536-well; inhibition, % at 9.4 µM; 0.15% of 340,000 active; AID 504523, 2011; in the data active means inhibition above about 12%;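 further: human Keap1 Kelch domain with fluorescein labeled Nrf2 9mer peptide probe; 0% = neutral control wells and 100% = peptide positive control; higher means more block of Keap1 binding to Nrf2 peptide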
# Target sequence (Q14145 whole entry, looked up, the tested form may be a part): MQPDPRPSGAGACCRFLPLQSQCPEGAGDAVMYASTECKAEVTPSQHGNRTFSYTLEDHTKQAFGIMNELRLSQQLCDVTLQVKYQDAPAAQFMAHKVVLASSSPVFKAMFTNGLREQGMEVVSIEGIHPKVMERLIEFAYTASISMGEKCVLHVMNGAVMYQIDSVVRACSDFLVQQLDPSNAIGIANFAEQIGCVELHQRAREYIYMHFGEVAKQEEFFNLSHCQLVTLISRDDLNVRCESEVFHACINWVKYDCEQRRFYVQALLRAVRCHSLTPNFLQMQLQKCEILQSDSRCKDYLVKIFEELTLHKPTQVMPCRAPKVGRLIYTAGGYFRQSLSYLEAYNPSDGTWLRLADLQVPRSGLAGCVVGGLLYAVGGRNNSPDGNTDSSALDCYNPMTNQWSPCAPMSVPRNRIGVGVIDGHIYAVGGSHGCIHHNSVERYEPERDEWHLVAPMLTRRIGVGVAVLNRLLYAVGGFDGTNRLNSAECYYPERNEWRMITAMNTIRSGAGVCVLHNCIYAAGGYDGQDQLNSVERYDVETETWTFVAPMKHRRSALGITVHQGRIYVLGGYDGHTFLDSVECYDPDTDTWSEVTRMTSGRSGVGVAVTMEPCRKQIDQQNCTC
# LANA DNA inh = inhibitors of KSHV C-LANA binding to DNA, primary screen, biochemical, fluorescence polarization, FAM-LBS DNA, MBP-C-LANA, single point. Kaposi's sarcoma herpesvirus LANA C-terminal domain (residues 932-1162) DNA binding. AID 504423, 2011. inhibition, % at 9 µM. 0.078% of 340,000 active;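 active means highest replicate inhibition at or above 60% at 9 µM, even if other replicates fall short; inactive means all replicates below 60% inhibition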;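 further: 0% = neutral control wells and 100% = 4 µM acridine orange control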
# V-ATPase pHluor = regulators of yeast V-ATPase proton pumping, primary screen, pHLuorin cytosolic pH fluorescence | 0.37% of 350,000 active | response, % at 10 µM | S. cerevisiae; in the data active means response mostly above about 7.3%, no sharp cut-off; inactive means mostly below about 5.4%; further: actives read high; inactives centre near 0; some compounds called inactive have numbers as strong as hits; reference of the scale not given here
# Numbers without * were called inactive; . = not tested or not shown.
structure,V-ATPase pHluor,MOR-DOR inv ag,LANA DNA inh,Keap1-Nrf2 PPI,HTR5A inv ctr,RTF Ca sens act,CAL PDZ FP,Cardiac RTF inh,MOR-DOR ag,HTR5A ag ctr
Cc1cccc(CSc2cn(CC(=O)N3CCOCC3)c3ccccc23)c1,-1,16,0.4,-4,2,1,-3,0,-3.0,-2
O=C(c1ccco1)N1CCN(Cc2cc(=O)oc3cc(O)ccc23)CC1,4,-3,-0.1,0,-3,-2,48*,-7,0.8,1
Cc1ccc(NC(=O)c2cc(=O)[nH]c3ccccc23)cc1,1,9,0.4,-2,-2,-1,9,1,-1.8,0
O=C(CSc1nnc(NC(=O)c2ccco2)s1)Nc1ccccc1F,0,9,0.2,-5,5,8,-4,-1,-1.7,-2
COc1ccc(NC(=O)c2cccc3cccnc23)cc1S(N)(=O)=O,-5,0,0.7,1,-3,-3,5,-2,0.1,0
Cc1ccc(-c2nn(CC(=O)N(C)C)c(=O)c3ccccc23)cc1S(=O)(=O)N(C)C,-1,1,-1.0,1,1,0,-2,-17,-0.1,5
COc1ccc(CCC(=O)N(c2nnc(-c3cccnc3)s2)C(C)C)cc1,0,5,-0.1,-4,-5,-10,-2,2,-0.7,4
CS(=O)(=O)N1CCN(C(=O)c2cc(-c3cccs3)nc3ccccc23)CC1,-3,18,-0.2,-8,-2,0,0,-2,-4.3,1
COc1ccccc1N(CC(=O)NCCSc1ccc(Cl)cc1)S(C)(=O)=O,1,15,2.7,0,-18,7,-5,-10,-3.0,-2
NC(=O)c1ccccc1NC(=O)c1cc(S(=O)(=O)N2CCCCC2)ccc1N1CCOCC1,1,12,-1.3,-1,10,-4,.,0,-2.2,-3
O=c1ccc(Cc2ccc(Cl)cc2)n[nH]1,5,-32,-1.0,-3,-31,-5,-3,4,4.4,11
Cc1ccccc1OCc1ccc(C(=O)N2CC(C)OC(C)C2)o1 (stereo not drawn),-2,-5,-0.5,2,-3,-3,1,-17,0.8,1
CC1CCCCN1c1cc(C#N)c(C#N)cc1[N+](=O)[O-] (stereo not drawn),-1,-27,0.5,-4,1,5,-1,7,4.5,0
O=C(CCCn1c(=O)oc2ccccc21)Nc1cccnc1,4,16,1.6,-1,19,2,0,0,-3.0,3
CCCCNCC1CCCO1 (stereo not drawn),-3,9,-0.5,2,13,3,-4,-10,-1.8,-4
Cc1ccsc1CN(C(=O)c1ccccc1)C1CCS(=O)(=O)C1 (stereo not drawn),-3,15,0.8,-2,-10,2,-2,-3,-2.9,-2
COC(=O)c1cc[n+](CC(=O)c2ccccc2)cc1,0,8,1.6,-2,-3,-4,-1,3,-1.6,1
CCCn1nc(C(=O)OCn2nnc3ccccc3c2=O)c2ccccc2c1=O,4,-1,0.9,5,9,0,0,-7,0.2,-4
CN1CCN(/N=C/c2ccc(Cl)c(Cl)c2)CC1,-1,-4,-1.1,-2,23,-2,-1,-14,0.8,-9
COc1ccc(C(=O)NCc2ccc3c(c2)CCO3)cc1,2,16,2.4,-4,-8,1,-2,-5,-3.2,3

# Next part; it opens with the two that closed the last part.
structure,V-ATPase pHluor,MOR-DOR inv ag,LANA DNA inh,Keap1-Nrf2 PPI,HTR5A inv ctr,RTF Ca sens act,CAL PDZ FP,Cardiac RTF inh,MOR-DOR ag,HTR5A ag ctr
CN1CCN(/N=C/c2ccc(Cl)c(Cl)c2)CC1,-1,-4,-1.1,-2,23,-2,-1,-14,0.8,-9
COc1ccc(C(=O)NCc2ccc3c(c2)CCO3)cc1,2,16,2.4,-4,-8,1,-2,-5,-3.2,3
Cc1cccc(C)c1N(Cc1ccccc1F)S(C)(=O)=O,-1,.,-0.4,1,.,.,-5,.,.,.
CNC(=O)CSc1nnnn1CCCOC,-2,10,-0.9,3,2,4,.,-5,-1.8,-1
Cc1ccc(C(=O)Nc2nccc(C)n2)cc1,-4,14,0.8,-1,-9,0,-1,0,-2.8,3
C/C=C\C(=O)Nc1cccc(C2=NOC3(C2)C[C@H](C(N)=O)N(C(=O)Cc2ccc([N+](=O)[O-])cc2)C3)c1 (stereo partly drawn),2,10,0.1,-5,18,4,-3,-7,-1.8,-7
COc1cc(NC(=O)Cc2ccccc2)cc(OC)c1,0,-3,-1.6,2,-8,-6,.,-10,0.6,2
COc1ccc(CNC(=O)c2ccc(CS(=O)(=O)c3ccc(Br)cc3)o2)cc1,1,11,0.7,-3,-23,-2,.,-4,-2.2,8
Cc1ccc(O)c(NC(=S)NC(=O)/C=C/c2ccccc2)c1,-2,-17,2.7,3,-59,5,.,-1,3.4,7
COc1ccccc1S(=O)(=O)Nc1cc(S(=O)(=O)N2CCCCC2)ccc1N1CCOCC1,1,1,0.5,-1,-11,4,-3,-11,-0.3,2
COC(=O)c1ccc(CNC(=O)COC(=O)/C=C/c2cc(OC)c(OC)c(OC)c2)cc1,4,4,0.2,-7,8,-4,.,-2,-0.8,-2
O=c1ccc(-c2ccccc2)nn1Cc1ccc(F)cc1,1,-1,-1.5,8,3,-2,2,-3,0.1,-1
Nc1cccc(S(=O)(=O)NC2=NCCC2)c1,0,7,2.0,-2,-30,3,1,-3,-1.2,3
COc1ccccc1C(=O)NCCC(=O)NCC(c1ccco1)N1CCCC1 (stereo not drawn),-2,14,1.7,-1,4,0,-2,-6,-3.5,-2
CCS(=O)(=O)c1ccc2oc(Nc3cc(Cl)ccc3OC)nc2c1,1,6,0.4,0,-26,-4,-2,-1,-1.0,9
O=C(c1ccccc1)c1ccc(OCCCN2CCCCC2)cc1,-3,3,-1.0,-5,-3,3,0,-5,-0.5,0
CN1CCN(c2ccccc2NC(=O)c2ccc(OCc3ccccc3)cc2)CC1,0,-2,-0.2,-7,-2,7,0,0,0.4,1
CCC1CCCCN1CCCNC(=O)c1cn(CC)c2ccc(S(=O)(=O)N3CCc4ccccc4C3)cc2c1=O (stereo not drawn),-1,20,-1.7,1,-10,-4,.,4,-4.0,8
COc1ccc(C2CC(c3ccccc3)=NN2c2ccc(/C=N/NC(=O)c3ccncc3)cc2)cc1 (stereo not drawn),5,10,0.1,-2,7,7,0,8,-1.9,-4
CC(=O)Nc1cccc(NC(=O)Nc2cccc(Cl)c2C)c1,-2,-3,1.0,3,-17,-3,1,-1,0.5,0
Cc1ccc(OCC(=O)NNC(=O)Cn2nnc(-c3ccccc3)n2)cc1,14,5,-1.5,-5,10,3,8,-4,-0.8,-4
COc1ccccc1/C=C/C=C1\Oc2c(ccc(O)c2CN(C)C)C1=O,1,-3,11,-41,21,107*,-3,-147,0.5,5
CC(C)C[C@H](NC(=O)c1nc[nH]c1C(=O)N1CCC(C)CC1)C(=O)OC(C)(C)C,-1,-1,2.1,2,-2,-7,-4,-7,0.1,2
CCN(c1ccccc1)S(=O)(=O)c1ccc(C(C(=O)OC)C(=O)OC)c([N+](=O)[O-])c1,-1,6,-0.4,-5,3,6,2,-6,-1.1,-1
CCN(CC)S(=O)(=O)c1cccc(NC(=O)COc2ncnc3sccc23)c1,-2,7,-0.4,-4,11,7,.,0,-1.4,3
O=C(/C=C/c1ccc(Cl)cc1)Nc1ccc(N2CCCCC2)cc1,1,-8,-1.4,-2,19,8,2,-12,1.5,0
CC(C)C(NC(=O)Cc1ccccc1[N+](=O)[O-])C(C)C,1,16,0.8,1,3,2,-4,-8,-2.7,-1
COc1ccc(C(C(=O)NC2CCCCC2)N(C(=O)c2ccccn2)c2cccnc2)c(OC)c1 (stereo not drawn),0,-11,-0.1,3,-15,0,3,-15,1.4,5
CC(CN)(NS(=O)(=O)c1ccccc1)c1ccccc1 (stereo not drawn),-2,12,-2.8,-1,5,-12,-3,1,-2.4,-1
CC(C(=O)Nc1ccc2c(c1)OCO2)N1CCN(C)CC1 (stereo not drawn),7,2,-2.1,-4,9,2,0,-6,-0.4,7
CCN(C(=O)c1cc(S(=O)(=O)N2CCc3ccccc32)cn1C)c1ccccc1,1,10,0.0,-1,-20,9,.,-3,-1.7,7
COc1cc(-n2nnnc2SCC(=O)N2CCN(c3ccc(F)cc3)CC2)c(OC)cc1Cl,-5,8,-0.1,2,10,1,1,1,-1.7,9
Cc1cc(C(=O)Nc2c(C)n(C)n(-c3ccccc3)c2=O)c(C)o1,-6,7,-1.5,4,-9,0,-2,-6,-1.2,3
CCN(CC)c1ccc(/C=N/NC(=O)c2ccc3nc[nH]c3c2)c(O)c1,14,4,3.6,-7,-1,4,0,-11,-0.8,1
C[C@H](NC(=O)N1CCn2c1nc1ccccc12)C(=O)NCc1ccco1,-4,.,0.8,-3,.,-4,-1,-6,.,.
COc1ccccc1CNCC(=O)Nc1ccc(C(F)(F)F)cc1,2,-23,-1.4,1,-40,-5,-1,-7,4.5,4
O=C(Cc1ccccc1F)NCC(=O)Nc1ccccc1Br,0,7,-1.1,0,17,-4,.,-6,-1.1,-2
Cc1cccc(NC(=O)CSCC(=O)N(C)Cc2ccc(Cl)c(Cl)c2)c1,2,3,0.8,-1,-1,1,-3,-7,-0.7,0
CCCC(=O)Nc1ccc(C(=O)COC(=O)C2CC2C)cc1 (stereo not drawn),-7,-2,1.6,10,-4,-5,.,-1,0.3,1
O=[N+]([O-])c1ccc(O)c(/C=N/Nc2ccccc2Cl)c1,1,-1,-1.6,-2,-2,1,-2,-9,0.2,1
COc1ccc(-c2ccc(-c3noc(-c4ccccc4F)n3)c(OC)n2)cc1,0,18,0.6,2,-7,1,2,-5,-3.4,3
COC(=O)Cc1c(O)ccn(CCc2ccccc2)c1=O,-3,12,0.3,-2,12,-7,.,2,-2.3,-2
C=CCn1cnc2scc(-c3ccc(OC)cc3)c2c1=O,0,11,0.0,-4,22,-4,-4,-5,-2.4,-6
CC(C)CC(=O)NC(NC(=S)Nc1sc2c(c1C#N)CCCC2)C(Cl)(Cl)Cl (stereo not drawn),7,21,-0.6,4,-23,10,-3,4,-3.8,0
CCCc1nnc(SCC(=O)N2CCCCC2C)n1CC1CCCO1 (stereo not drawn),-5,8,0.7,-3,-16,7,-1,4,-1.4,-1
O=C(O)c1ccc(CSc2ccccn2)cc1,4,0,0.4,1,7,-2,-2,-8,0.0,-3

# Compound activity: PubChem BioAssay, several laboratories
